H37Rv inhibition = M. tuberculosis growth inhibition, HTS (AID 449762); one-dose inhibition, % at 25 µM; IC50 in µM for titrated hits; 0.59% of 330,000 active; M. tuberculosis H37Rv growth inhibition, 7H9 media; higher % means a stronger effect; in the data active = a potency from the dose series; inconclusive = inhibition above about 70% without an active follow-up result;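 note: bacterial growth assessed after seven days of incubation; strong numbers were not always called active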
tuberculosis growth = growth inhibition of non-replicating M. tuberculosis (AID 488890); Mycobacterium tuberculosis non-replicating, growth inhibition; higher % means a stronger effect; one-dose inhibition, % at 25 µM; IC50 in µM for titrated hits; 0.39% of 320,000 active; in the data active = a potency from the dose series; inconclusive = inhibition mostly from about 82% at the one dose, without a potency; inactive = the rest, 99 in 100 with inhibition below about 76%;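 note: plate controls were DMSO cells for no effect and high antibiotic wells for full effect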
H1N1 NS1A inhibition = H1N1 influenza NS1A inhibitors, functional cell based assay (AID 504329); NS1A functional cell-based assay, percent inhibition; higher % means a stronger effect; inhibition, % at 12.5 µM; hits with a dose series show IC50 in µM; 0.3% of 340,000 active; in the data active = a potency from the dose series; inconclusive = inhibition above about 27% without an active follow-up result; note: strong numbers were not always called active
inhibitors of VEEV = inhibitors of VEEV TC-83 cytopathic effect, confirmation, Vero cells (AID 588727); one-dose inhibition, % at 20 µM; IC50 in µM for titrated hits; Vero cells, VEEV TC-83 cytopathic effect inhibition; higher % means a stronger effect; 0.13% of 350,000 active; in the data active = a potency from the dose series; inconclusive = inhibition mostly from about 14% at the one dose, without a potency; inactive = the rest, 99 in 100 with inhibition below about 12%; note: strong numbers were not always called active
PhoP GFP inhibition = PhoP regulon inhibitors, Salmonella typhi PhoP promoter GFP reporter, confirmatory (AID 1850). Salmonella Typhi PhoP-promoter GFP reporter, fluorescence, 4 h; higher % means a stronger effect. inhibition, % at 50 µM; hits with a dose series show IC50 in µM. 0.33% of 310,000 active; in the data active = a potency from the dose series; inconclusive = inhibition mostly from about 25% at the one dose, without a potency; inactive = the rest, 99 in 100 with inhibition below about 19%;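 note: 0% = induced wells with vehicle and 100% = uninduced wells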
inhibitors of VEEV 10K pilot screen = further read-out of inhibitors of VEEV, marked with its call; inhibition, %; measured here: 10K pilot screen inhibition
Active calls of the source: *; i = inactive; ? = inconclusive; nt = not tested or not shown. Rows are unselected; about 1.5% have a hit in one of these screens.

SMILES | H37Rv inhibition | tuberculosis growth | H1N1 NS1A inhibition | inhibitors of VEEV | PhoP GFP inhibition | others
CC(C)NC(=O)Cn1nnc(-c2cccc(NC(=O)c3ccccc3F)c2)n1 | -1% | -5% | -2% | 1.1% | 0%
O=S(=O)(c1ccc(Cl)cc1)N1CCC(c2nc3ccccc3[nH]2)CC1 | -4% | -9% | -2% | i | 0%
Cc1cc(OCC(=O)Nc2ccccn2)c2c(C)cc(=O)oc2c1 | 6% | 2% | 1% | 5.1% | 5%
O=C(CN(c1ccccc1Cl)S(=O)(=O)c1ccccc1)N/N=C/c1ccccc1C(=O)O | 1% | 19% | 4% | 1.7% | 0%
CCNC(=O)CNC(=O)c1nn(Cc2ccccc2)c(=O)c2ccccc12 | -2% | -10% | 11% | 0.4% | 3%
C/C(CCc1oc2c(Br)cc(Br)cc2c1-c1ccc(C)o1)=N\O | 8% | 22% | 9% | 2.4% | 3%
Cc1ccc(S(=O)(=O)NNC(=O)Nc2ccc(Cl)cc2)cc1 | 0% | -7% | -4% | i | -6%
COc1ccc(-c2oc3c4c(cc(OC)c3c(=O)c2CC=C(C)C)OC(C)(C)C=C4)c(OC)c1 | -2% | 48% | nt | nt | 17%
COc1ccc(C)cc1-n1nnnc1SCC1CCCO1 (stereo unspecified) | 0% | -3% | -7% | 1.4% | 12%
COc1cc(OC)cc(C(=O)NC(C(=O)Nc2ccc3c(c2)CCC3)C(C)C)c1 (stereo unspecified) | -20% | -13% | 4% | 3.4% | nt
O=C(NCCc1ccc(Cl)cc1Cl)c1cc([N+](=O)[O-])c[nH]c1=O | 0% | ? | -2% | 1.4% | -5%
CCc1ccccc1N1CCN(S(=O)(=O)c2ccc(F)c(C)c2)CC1 | 5% | 18% | 3% | 2.0% | 3%

Fetched by compound from the list above, 5 records:
SMILES | H37Rv inhibition | tuberculosis growth | H1N1 NS1A inhibition | inhibitors of VEEV | PhoP GFP inhibition | others
Cc1ccc(S(=O)(=O)NNC(=O)Nc2ccc(Cl)cc2)cc1 | 0% | -7% | -4% | i | -6%
COc1cc(OC)cc(C(=O)NC(C(=O)Nc2ccc3c(c2)CCC3)C(C)C)c1 (stereo unspecified) | -20% | -13% | 4% | 3.4% | nt
COc1ccc(-c2oc3c4c(cc(OC)c3c(=O)c2CC=C(C)C)OC(C)(C)C=C4)c(OC)c1 | -2% | 48% | nt | nt | 17%
CCc1ccccc1N1CCN(S(=O)(=O)c2ccc(F)c(C)c2)CC1 | 5% | 18% | 3% | 2.0% | 3%
CC(C)NC(=O)Cn1nnc(-c2cccc(NC(=O)c3ccccc3F)c2)n1 | -1% | -5% | -2% | 1.1% | 0%

Other compounds follow.
SMILES | H37Rv inhibition | tuberculosis growth | H1N1 NS1A inhibition | inhibitors of VEEV | PhoP GFP inhibition | others
COc1ccc(C(=O)Nc2ccccc2C(=O)N/N=C/c2ccncc2)cc1OC | 8% | 10% | 1% | 6.0% | -7%
CC1CCN(C(=O)COC(=O)C23CC4CC(CC(O)(C4)C2)C3)CC1 | 5% | 8% | -12% | 1.6% | nt
CNc1c(N)c(=O)oc2ccccc12 | -5% | -9% | -5% | 0.2% | -3%
COCCN(C(=O)c1ccccc1OC)c1nnc(C)s1 | 3% | -3% | 13% | 0.6% | -3%
O=C(CN(c1ccc(F)cc1)S(=O)(=O)c1ccc2c(c1)OCCO2)N1CCOCC1 | 2% | nt | -6% | 0.7% | -9%
O=C(COC(=O)Cc1c[nH]c2ccccc12)Nc1ccccc1 | 0% | 45% | -4% | 0.8% | -6%
COc1cc(C(=O)NCCc2ccc(S(N)(=O)=O)cc2)ccc1OCc1c(C)noc1C | 0% | -1% | -4% | 3.8% | nt
Cc1nc(-c2ccc(NC(=O)c3cccs3)cc2)cs1 | -11% | 6% | 14% | 0.1% | -8%
COc1cccc(NC(=O)CN(C)C(=O)c2cc(S(=O)(=O)N3CCCCC3)ccc2Cl)c1 | -6% | 9% | -4% | 6.6% | 3%
Cn1cccc1CC(=O)N/N=C/c1ccc([N+](=O)[O-])cc1 | -2% | 0% | nt | 3.4% | 8%
CC1(C)CC(=O)C(C2C3=C(CC(C)(C)CC3=O)Oc3ccccc32)C(=O)C1 (stereo unspecified) | 10% | 73% | 0% | i | -4%
Nc1cc(OC(=O)c2c(F)cccc2Cl)nn1S(=O)(=O)c1ccccc1 | 7% | 26% | -11% | 1.1% | -21%

Next part, overlapping the part above by two compounds.
SMILES | H37Rv inhibition | tuberculosis growth | H1N1 NS1A inhibition | inhibitors of VEEV | PhoP GFP inhibition | others
CC1(C)CC(=O)C(C2C3=C(CC(C)(C)CC3=O)Oc3ccccc32)C(=O)C1 (stereo unspecified) | 10% | 73% | 0% | i | -4%
Nc1cc(OC(=O)c2c(F)cccc2Cl)nn1S(=O)(=O)c1ccccc1 | 7% | 26% | -11% | 1.1% | -21%
Cc1cc(/C(=N/O)C(C)(C)NO)ccc1Cl | -5% | ? | 1% | i | -7% | inhibitors of VEEV 10K pilot screen=0.1
CC(=O)N1CCc2cc(S(=O)(=O)NC(C(=O)N3CCN(c4ccccc4F)CC3)C(C)C)ccc21 (stereo unspecified) | 1% | 3% | 2% | 0.2% | 18%
O=C(Nc1ccncc1)c1cccc2ccccc12 | -2% | -2% | -2% | 0.3% | 3%
CCOC(=O)N1CCN(CC(=O)N2c3ccccc3Sc3ccccc32)CC1 | -1% | 11% | 15% | 0.2% | -12%
CC1(c2ccccc2)NC(=O)N(CC(=O)Nc2ccccc2N2CCCC2)C1=O (stereo unspecified) | 13% | 10% | 10% | 1.1% | 5%
CC1CN(CC(=O)NCc2ccc(F)cc2)CC(C)O1 (stereo unspecified) | -7% | -5% | -10% | 0.8% | -6%
CC(=O)N1c2ccc(S(=O)(=O)N(C)CC(=O)NC3CCCCC3C)cc2CC1C (stereo unspecified) | -5% | 12% | 0% | i | -1%
O=C(O)CCc1ccc(-c2cccs2)n1CC1CCCO1 (stereo unspecified) | -3% | 12% | -6% | i | -1%
COc1ccc(C(=O)Nc2ccc(N3CCCC3)cc2)cc1Br | 0% | 25% | 9% | 1.1% | 11%
O=C(Nc1cnc2ccccn2c1=O)c1ccc(Cl)cc1Cl | 15% | 27% | -14% | 3.6% | 8%
O=C(COC(=O)c1ccc2c(c1)OCO2)NC1CCCCC1 | -1% | 19% | -3% | 0.3% | nt
Cc1cc(C=O)c(C)n1-c1sc2c(c1C(=O)O)CCCC2 | -7% | 12% | -4% | 2.9% | -2%
CCCCCC(=O)NC(=S)Nc1cccc(-c2nc3ncccc3o2)c1 | -5% | nt | nt | 0.3% | 8%
CC(NC(=O)CN1C(=O)NC2(CCCC2)C1=O)c1ccc2ccccc2c1 (stereo unspecified) | -11% | nt | -7% | i | nt
CNC(=O)c1sc(N2N=C3/C(=C/c4ccccc4)CCCC3C2c2ccccc2)nc1C (stereo unspecified) | 48% | 48% | -3% | i | -8%
Cc1ccc(OCCCCCN2CCOCC2)cc1 | 2% | 37% | -5% | 2.1% | -1%
Cc1ccc(N2CCN(S(=O)(=O)c3ccc(F)c(C)c3)CC2)c(C)c1 | -1% | 16% | -1% | 0.8% | 16%
COC(=O)c1ccc(S(=O)(=O)N2CCCN(Cc3ccccc3)CC2)n1C | 1% | 11% | -4% | 0.7% | 9%
COc1ccc(S(=O)(=O)N2CCCCCC2)cc1C(=O)N1CCN(c2ccccc2C)CC1 | 10% | 55% | -13% | 6.3% | nt
COc1ccc(CN(C)C(=O)C2CSC3(C)CCC(=O)N23)cc1 (stereo unspecified) | -2% | -20% | -11% | 0.7% | -3%
CC1(C)Cc2nc(NCCCO)c(C#N)cc2CO1 | 0% | -11% | 1% | 1.8% | -4% | inhibitors of VEEV 10K pilot screen=1.8
CSc1snc(SCC(N)=O)c1C#N | 0% | -3% | -6% | 0.8% | 9%
Cc1cc(Nc2ccccc2F)n2ncnc2n1 | -5% | -6% | 10% | 0.7% | -5%
COc1ccc(S(=O)(=O)N2CCc3ccccc32)cc1[N+](=O)[O-] | -2% | 1% | -5% | 1.2% | -4%
O=C(Nc1ccc(Cl)cc1-c1nc2ccccc2s1)c1ccco1 | nt | -3% | -5% | 7.1% | -3%
O=C(Cc1ccc(S(=O)(=O)N2CCOCC2)s1)N1CCN(S(=O)(=O)c2cccc([N+](=O)[O-])c2)CC1 | -1% | 3% | 7% | 0.6% | 3%
CCCC(=O)Nc1ccc2c(c1)COC2=O | 2% | 1% | -4% | 0.5% | -18%
O=S(=O)(NCc1ccc(Cl)cc1)c1ccc(Cl)nc1 | 0% | -5% | -11% | 0.5% | -2%
COc1ccccc1N(CC(=O)Nc1ccccc1C(=O)NC(C)C)S(C)(=O)=O | -5% | -6% | -18% | 4.8% | -5%
Cc1c(OCC(F)(F)F)ccnc1CSc1nc2ccccc2[nH]1 | 16% | ? | -9% | 1.8% | -11%
Cn1c2ccccc2c2nnc(SCC(=O)NC3CCCC3)nc21 | -7% | -6% | 9% | 0.5% | 1%
O=C(Cn1cnc2ccccc21)Nc1ccc(C(=O)O)cc1 | -2% | 1% | 6% | 0.1% | 0%
COc1cc2ccccc2cc1C(=O)NC(=S)Nc1nnn(C)n1 | 5% | 1% | -1% | 0.1% | 1%
COc1ccc(CN(C)C(=O)CNC(=O)CNC(=O)c2ccc(Cl)cc2Cl)cc1F | -8% | -4% | -9% | 2.3% | 3%
O=C1NC(=Nc2cccc(Cl)c2)SC1Cc1cccc(Cl)c1Cl (stereo unspecified) | -6% | 10% | -21% | 3.4% | -13%
CCc1ccc(OCCNC(=O)c2ccco2)cc1 | 3% | 42% | -11% | 3.1% | -4%

Grouped by structure, the entries above with an aryl thioether with sulfur outside any ring
SMILES | H37Rv inhibition | tuberculosis growth | H1N1 NS1A inhibition | inhibitors of VEEV | PhoP GFP inhibition | others
COc1ccc(C)cc1-n1nnnc1SCC1CCCO1 (stereo unspecified) | 0% | -3% | -7% | 1.4% | 12%
CSc1snc(SCC(N)=O)c1C#N | 0% | -3% | -6% | 0.8% | 9%
Cc1c(OCC(F)(F)F)ccnc1CSc1nc2ccccc2[nH]1 | 16% | ? | -9% | 1.8% | -11%
Cn1c2ccccc2c2nnc(SCC(=O)NC3CCCC3)nc21 | -7% | -6% | 9% | 0.5% | 1%

New compounds follow:
SMILES | H37Rv inhibition | tuberculosis growth | H1N1 NS1A inhibition | inhibitors of VEEV | PhoP GFP inhibition | others
COc1ccc(-c2oc(/N=C/N3CCCC3)c(C#N)c2-c2ccc(OC)cc2)cc1 | 2% | 7% | -5% | 7.0% | 8%
Cc1ccc(S(=O)(=O)N(CC(=O)Nc2ccc(Cl)c([N+](=O)[O-])c2)C2CCCCC2)cc1 | 23% | 36% | 5% | i | -5%
C/C(Cl)=C/CSc1nnc2n(N)c(=O)c3ccccc3n12 | 4% | -4% | -1% | 2.6% | -10%
Cc1cccc(NC(=O)Cn2cc([N+](=O)[O-])cn2)n1 | -2% | -10% | -3% | 0.1% | -13%
Cc1ccc(SCCNC(=O)c2ccc(C)c(S(=O)(=O)Nc3cccc(C)c3)c2)cc1 | 4% | 13% | -3% | i | 16%
NC(N)=N/N=C/c1ccc(Br)cc1 | 10% | 78% | 9% | 0.1% | -2%
Cc1ccccc1NC(=O)c1nc[nH]c1C(=O)NCc1ccccc1 | ? | i | -19% | 9.2% | -2%
Cc1cc(C)cc(OCC(=O)NNC(=O)CN2C(=O)c3ccccc3C2=O)c1 | -17% | -24% | 1% | i | 5%
COc1ccc(NC(=O)c2ccc(C)cc2Cl)c([N+](=O)[O-])c1 | 7% | -2% | -5% | 0.8% | 11%
C[C@H](NC(=O)c1nc[nH]c1C(=O)NCCCCCNC(=O)OC(C)(C)C)c1ccccc1 | 0% | ? | -17% | 8.7% | nt
Cn1c(=O)c2c(-c3cccc(Br)c3)c(C#N)c(N)nc2n(C)c1=O | 2% | 6% | 14% | 2.6% | 1%

Grouped by structure, the entries above containing a furan ring, fused or not (4)
SMILES | H37Rv inhibition | tuberculosis growth | H1N1 NS1A inhibition | inhibitors of VEEV | PhoP GFP inhibition | others
C/C(CCc1oc2c(Br)cc(Br)cc2c1-c1ccc(C)o1)=N\O | 8% | 22% | 9% | 2.4% | 3%
O=C(Nc1ccc(Cl)cc1-c1nc2ccccc2s1)c1ccco1 | nt | -3% | -5% | 7.1% | -3%
CCc1ccc(OCCNC(=O)c2ccco2)cc1 | 3% | 42% | -11% | 3.1% | -4%
COc1ccc(-c2oc(/N=C/N3CCCC3)c(C#N)c2-c2ccc(OC)cc2)cc1 | 2% | 7% | -5% | 7.0% | 8%

Bioassay records from PubChem BioAssay.
